NCOA2 inhibitor – human SRC2 (NCOA2) inhibition | Q15596 | HEK293 GAL4-SRC2 luciferase reporter, luminescence | inhibition, % at 9 µM | 370,000 tested, 0.17% active;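 active means inhibition above the mean inhibition of all tested compounds plus 3 SD, set per campaign, cut at about 52% in these data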;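 further: 0% = DMSO treated cells and 100% = cells given Gossypol at 36 µM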
NR2F2 inh – NR2F2 (human) inhibition, primary screen | HEK293T NGFI-A luciferase reporter, luminescence | inhibition, % at 8.6 µM | 370,000 tested, 0.7% active;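 active means inhibition above a per-plate cutoff, mean inhibition of test wells between control levels plus 3 SD, cut at about 38% in these data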;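 further: cells cotransfected with COUP-TFII expression vector driving the NGFI-A reporter; 0% = median of COUP-TF2 test wells and 100% = reporter-only cells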
Target sequence (P24468 whole entry, looked up): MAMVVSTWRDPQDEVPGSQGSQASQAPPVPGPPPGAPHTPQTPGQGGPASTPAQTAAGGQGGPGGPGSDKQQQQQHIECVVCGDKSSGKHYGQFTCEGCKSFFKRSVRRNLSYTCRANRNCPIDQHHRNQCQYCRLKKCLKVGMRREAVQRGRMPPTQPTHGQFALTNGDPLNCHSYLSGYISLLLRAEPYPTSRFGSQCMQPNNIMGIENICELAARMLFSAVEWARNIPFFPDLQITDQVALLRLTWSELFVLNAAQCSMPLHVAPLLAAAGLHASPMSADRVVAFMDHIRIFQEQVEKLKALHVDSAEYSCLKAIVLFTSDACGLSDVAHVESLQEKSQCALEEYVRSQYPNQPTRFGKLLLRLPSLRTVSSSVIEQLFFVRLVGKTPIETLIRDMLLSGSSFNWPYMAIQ
NOD2 RIPK2 PPI – inhibitors of human NOD2-RIPK2 interaction. inhibition, % at 4.98 µM. 360,000 tested, 0.38% active. CHO BLA complementation NOD2-RIPK2, CCF4 ratio. AID 624267. O43353; in the data active means inhibition above about 21%;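 further: 0% = vehicle only and 100% = reference blocker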
Target sequence (O43353 whole entry, looked up): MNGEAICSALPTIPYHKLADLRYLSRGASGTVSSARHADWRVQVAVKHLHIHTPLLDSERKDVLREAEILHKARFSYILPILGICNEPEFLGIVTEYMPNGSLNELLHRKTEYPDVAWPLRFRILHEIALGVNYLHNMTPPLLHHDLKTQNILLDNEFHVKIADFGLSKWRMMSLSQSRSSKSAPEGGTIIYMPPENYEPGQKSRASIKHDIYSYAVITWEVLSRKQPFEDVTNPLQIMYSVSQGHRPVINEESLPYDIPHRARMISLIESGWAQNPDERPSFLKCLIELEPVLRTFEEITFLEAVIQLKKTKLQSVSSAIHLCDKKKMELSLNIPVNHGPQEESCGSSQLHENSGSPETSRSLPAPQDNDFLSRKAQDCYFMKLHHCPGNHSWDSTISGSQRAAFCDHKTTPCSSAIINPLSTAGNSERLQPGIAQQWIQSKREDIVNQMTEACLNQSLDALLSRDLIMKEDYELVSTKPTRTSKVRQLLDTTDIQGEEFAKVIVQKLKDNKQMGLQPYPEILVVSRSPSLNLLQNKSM
TWEAK Fn14 block – blocks TWEAK-Fn14 interaction in a reporter cell assay; TWEAK-stimulated Fn14 reporter cells, luciferase luminescence, 8 h; inhibition, % at 10 µM; 360,000 tested, 2% active; AID 1159606; in the data active means inhibition above about 50%
ABHD5-PLIN5 inh – blocks binding of human ABHD5 to perilipin-5 | Q00G26+Q8WTS1 | Split G. princeps luciferase complementation, luminescence, 4 h | inhibition, % at 4 µM | 360,000 tested, 0.78% active | AID 602281;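 active means inhibition above the mean inhibition across every tested compound plus 3 SD, cut at about 22% in these data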;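 further: 0% = DMSO only wells and the 100% control is not disclosed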
NCOA3 inh – human NCOA3 inhibition; Q9Y6Q9; HEK293 GAL4-SRC3 luciferase reporter, luminescence; inhibition, % at 3.6 µM; 360,000 tested, 0.17% active; AID 588352;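 active means inhibition above a per-campaign cutoff, the mean of all compounds plus 3 SD, cut at about 60% in these data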;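 further: 0% = DMSO-treated cells and 100% = gossypol-treated cells at 36 µM; higher means less SRC3-driven luciferase light from the GAL4 reporter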
Granule exo inh – blocks lytic granule exocytosis | inhibition, % at 10 µM | TALL-104 LAMP-1 surface exposure, flow cytometry; cells stimulated with thapsigargin and PMA | AID 651702 | 360,000 tested, 0.66% active;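 active means inhibition above about 55%, limit read from the data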
TLR9-MyD88 inh – blocks human TLR9 binding to MyD88 | Q9NR96+Q99836 | CHO BLA complementation TLR9-MyD88, CCF4 FRET ratio | inhibition, % at 4.98 µM | 340,000 tested, 0.21% active | AID 504734;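 active means inhibition above the mean over all tested compounds plus 3 SD, cut at about 21% in these data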;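 further: 0% = DMSO only wells and 100% = clavulanate BLA inhibitor control wells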
SRC1 inh – inhibitors of human steroid receptor coactivator 1 (SRC1) | HEK293 GAL4-SRC1 luciferase reporter, luminescence | inhibition, % at 3.6 µM | 360,000 tested, 0.12% active | AID 588354;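 active means inhibition above the campaign mean plus 3 SD, with each screening campaign given its own cutoff, cut at about 60% in these data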;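 further: 0% = DMSO treated cells and 100% = gossypol at 36 µM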
LRH-1 inv ag – NR5A2 inverse agonism in reporter assay; inhibition, % at 3.6 µM; 360,000 tested, 0.13% active; O00482; HEK293T StAR-luciferase reporter, LRH-1 transfected, 24 h;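 active means inhibition above the mean inhibition of all tested compounds plus 3 SD, cut at about 73% in these data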;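 further: 0% = DMSO wells and 100% = reporter-only cells lacking LRH-1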
TROY NFkB inh – inhibitors of TROY-dependent NF-kB signaling. 360,000 tested, 0.98% active. inhibition, % at 10 µM. Q293 LMP1-TROYcd NF-kB luciferase reporter, 4 h;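 active means compounds whose plate-normalised and pattern-corrected inhibition of the luciferase reporter signal at the single screening dose is 50% or more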
* = called active by the depositor; / = not tested or not shown. An excerpt, so the mix of outcomes need not match the whole.

Results follow in this order: ABHD5-PLIN5 inh | NCOA3 inh | TROY NFkB inh | SRC1 inh | TWEAK Fn14 block | LRH-1 inv ag | TLR9-MyD88 inh | NR2F2 inh | NOD2 RIPK2 PPI | NCOA2 inhibitor | Granule exo inh
1. Cc1ccc(C(C)C)c(OCc2nn(CC(=O)c3ccc(OC(F)F)cc3)c3[n+]2CCCCC3)c1
  17.7 | 20.2 | 48.1 | -3.4 | 34.9 | 13.4 | -3.0 | / | -9.8 | / | 8.9
2. C/C(=N\NC(=O)CN1CCN(c2ccc(F)cc2)CC1)c1ccco1
  -5.3 | 13.9 | 1.1 | 6.0 | -24.8 | -9.9 | 0.7 | -2.7 | -13.4 | -29.9 | 1.5
3. N[C@@H](Cc1ccccc1)c1nnc(SCc2ccccc2Cl)o1
  -2.2 | -16.7 | -0.6 | -1.8 | 5.2 | -18.9 | -4.5 | -16.0 | 5.2 | -33.0 | -1.5
4. Cn1c(SCC(N)=O)nnc1C1CCN(C(=O)NC2CCCCC2)CC1
  0.3 | -7.4 | -1.6 | 5.2 | -3.1 | 0.3 | -1.6 | -5.3 | 12.0 | 17.1 | 0.3
5. CSC(=Nc1ccccc1)Nc1ccccc1
  -4.0 | 7.1 | -22.6 | 5.5 | 5.9 | -21.0 | -2.4 | -5.1 | -7.4 | -21.8 | -4.2
6. Cc1cc(N)nc(=O)n1C1CC(O)C(CO)O1 (stereo unspecified)
  11.3 | -24.9 | -2.5 | 1.1 | 7.6 | 4.8 | -8.2 | 0.5 | -4.2 | 2.3 | 0.6
7. O=C1Nc2ccccc2-c2nnnn2C1N1CCC(Cc2ccccc2)CC1 (stereo unspecified)
  -0.6 | / | / | / | / | 15.0 | / | 9.0 | -8.7 | 13.1 | 6.0
8. O=C(NCCN1CCN(c2cccc(Cl)c2)CC1)Nc1ccccc1
  11.0 | -18.5 | -7.3 | -12.0 | 4.2 | 10.3 | -0.2 | -8.3 | -5.0 | -27.4 | 24.5
9. O=C(CNC(=O)c1ccc(Br)o1)NCC1COc2ccccc2O1 (stereo unspecified)
  1.3 | 20.7 | 1.9 | -1.9 | 21.4 | 7.7 | -4.0 | 3.6 | -2.2 | -10.3 | -3.7
10. CCCNC(=O)c1cc(C2CCCCN2C(=O)c2cc(F)ccc2C)on1 (stereo unspecified)
  4.9 | -10.2 | -5.8 | -4.8 | -15.4 | 15.3 | / | 4.4 | -7.0 | 11.3 | 5.1
11. CCN=C(Nc1ccc2c(c1)OCO2)SC1CC(=O)N(c2ccc(OC)cc2)C1=O (stereo unspecified)
  0.4 | -18.0 | 2.8 | 11.1 | 35.5 | 4.9 | 1.5 | 5.9 | 7.8 | -23.5 | 0.8
12. N#C/C(C(=O)N1CCCC1)=C1/N=C(N)c2ccccc21
  -6.3 | -3.6 | 4.3 | 0.4 | 17.3 | 11.8 | 3.2 | 4.4 | -3.5 | 5.0 | 0.6
13. CCc1cc2ccc(C)cc2nc1SCC(=O)Nc1cc(C)on1
  1.4 | 11.3 | 2.8 | -12.5 | 24.6 | -2.1 | -10.0 | -2.7 | -10.8 | 18.4 | -14.5
14. CCOC(=O)CN1C(=O)N[C@@H](c2cccs2)C(C(=O)OC)=C1C
  -5.6 | 1.2 | 0.7 | -7.3 | -10.5 | -12.7 | 1.7 | 7.5 | -1.1 | -22.8 | 11.9
15. O=C(NCC1CC1)c1cccc2c(-c3ccc(F)c(F)c3)coc12
  1.5 | -23.5 | -28.8 | 4.0 | -39.5 | -10.8 | / | -16.9 | -3.6 | 2.0 | 5.2
16. Cc1[nH]c2ccccc2c1CCN(Cc1cccnc1)C(=S)Nc1cccc(F)c1
  4.0 | 7.8 | 0.6 | 1.2 | -0.5 | 1.0 | -6.0 | 10.7 | 4.1 | -1.0 | -0.1
17. Cc1ccc(C)c(CSc2nnc([C@@H]3CCCN3)o2)c1
  2.2 | 10.7 | -14.6 | -22.7 | 4.5 | 2.7 | 1.9 | -13.3 | -0.5 | 4.5 | -11.8
18. CC1CN(c2ncc(/C=N/NC(=O)c3ccccc3O)s2)CC(C)O1 (stereo unspecified)
  4.7 | 4.7 | -4.0 | -17.9 | -20.3 | -14.0 | -12.2 | 2.2 | 2.2 | -6.3 | 0.9
19. CN(C)C(=O)CNc1ccn2nc(-c3cccc(OCCN4CCOCC4)c3)cc2n1
  4.6 | 7.5 | -12.8 | -10.1 | -3.0 | 3.8 | / | 12.6 | -2.8 | -3.0 | 17.6
20. O=C(NC(=S)N1CCN(c2ccccc2)CC1)c1c(F)cccc1F
  -2.4 | -4.4 | 1.5 | 2.4 | -18.5 | 8.3 | 0.3 | -10.0 | 7.0 | 0.9 | 3.6

Additional entries follow:
Results follow in this order: ABHD5-PLIN5 inh | NCOA3 inh | TROY NFkB inh | SRC1 inh | TWEAK Fn14 block | LRH-1 inv ag | TLR9-MyD88 inh | NR2F2 inh | NOD2 RIPK2 PPI | NCOA2 inhibitor | Granule exo inh
21. CCOc1ccc(NC(=O)COC(=O)c2ccc(S(=O)(=O)N3CCOCC3)cc2)cc1
  -6.6 | -14.4 | 10.8 | 0.5 | -7.5 | -9.0 | -0.6 | 17.2 | 3.2 | 0.8 | -1.0
22. FC(F)(F)c1nnc2ccc(N3CCCCCC3)nn12
  1.4 | 14.3 | -13.7 | 0.7 | 3.4 | -2.2 | -2.8 | -15.7 | 5.0 | -8.2 | 0.0
23. COc1ccc(C2=NS(=O)(=O)N(C)C(C(=O)N3CCCCC3C)=C2)cc1 (stereo unspecified)
  2.0 | 17.8 | -2.2 | 7.8 | 2.6 | 17.5 | -5.2 | 26.2 | -8.8 | -1.8 | 6.8
24. C[C@@H]1CN([C@H](C)CO)C(=O)c2cc(NC(=O)Nc3ccc4c(c3)OCO4)ccc2O[C@H]1CN(C)Cc1ccncc1
  3.5 | 9.3 | 6.0 | -14.1 | 13.0 | 10.2 | -10.2 | -1.0 | -7.9 | 13.7 | -3.0
25. Cc1ccc(C)c(N2CCN(C(=O)CCc3nc(-c4ccccc4C(F)(F)F)no3)CC2)c1
  -3.9 | -52.3 | -7.1 | -74.2 | -21.7 | -34.0 | -2.5 | -46.5 | -0.9 | -38.4 | 4.1
26. CCOC(=O)c1nc(C)n(-c2cc(Cl)cc(Cl)c2)n1
  3.0 | -15.9 | -12.6 | -2.2 | -1.5 | -4.5 | -3.3 | 2.5 | -9.0 | 4.2 | -1.4
27. COc1cc(CCC(=O)N2CC(C)OC(C)C2)cc(OC)c1OC (stereo unspecified)
  3.5 | -5.2 | -20.4 | -25.6 | -10.0 | -15.7 | -2.2 | 25.7 | -11.4 | -5.8 | -6.1
28. Cc1ccc(NC(=O)c2cccc(N3C(=O)C4C5C=CC(C5)C4C3=O)c2)cc1C (stereo unspecified)
  1.9 | 3.4 | 4.9 | -5.2 | -3.8 | 7.8 | -0.8 | 9.1 | -1.8 | -2.5 | -0.1
29. CC(=O)Nc1ccc(NC(=O)CCc2ccc(C)o2)cc1
  -4.9 | 9.9 | -16.7 | 8.0 | -6.2 | 1.7 | 3.7 | 4.0 | 0.8 | -4.7 | -2.3
30. COc1cc(C2NC(=S)NC(c3ccccc3)=C2C(C)=O)cc(Cl)c1OCC(=O)O (stereo unspecified)
  -0.1 | -1.2 | 31.4 | 1.4 | -1.8 | 12.0 | 5.9 | 10.4 | -6.5 | 7.9 | -1.4
31. Cn1c(SCCOc2ccccc2Cl)nnc1-c1cccs1
  7.4 | -1.6 | -60.3 | -11.8 | -19.8 | -1.6 | -6.5 | -5.5 | -1.7 | -51.0 | -1.6
32. Cc1ccc2nc(SC(C)C(=O)NCc3ccco3)[nH]c2c1 (stereo unspecified)
  -0.7 | 3.2 | 7.9 | -27.6 | 46.0 | 10.3 | -4.3 | -12.1 | -4.4 | -16.5 | -0.4
33. CN(CC(=O)Nc1cccc(F)c1)C(=O)C1CC(=O)N(Cc2ccccc2)C1 (stereo unspecified)
  -3.9 | 1.3 | 6.7 | -31.8 | 7.4 | 13.8 | 11.8 | 2.5 | 3.0 | -37.1 | 6.3
34. Cc1ccccc1NC(=O)C1C2CCCC1C2c1ccccc1 (stereo unspecified)
  1.0 | 5.2 | -1.1 | -58.5 | -10.5 | 11.0 | -0.1 | 7.1 | 0.5 | 6.8 | 1.4
35. COc1cc(C(=O)NCCC(=O)NCc2ccc3c(c2)OCO3)cc(OC)c1OC
  -0.2 | -14.8 | 3.9 | 2.1 | -10.7 | -0.1 | 1.0 | -15.8 | -11.9 | 14.5 | 0.9
36. CC1Sc2ccc(S(=O)(=O)N3CCN(c4cccc(Cl)c4)CC3)cc2NC1=O (stereo unspecified)
  -8.7 | -16.7 | 31.0 | -14.4 | 31.2 | -29.9 | -7.3 | 2.2 | 8.0 | 5.6 | -1.1
37. O=C1CC(Sc2nnc(-c3ccccc3O)o2)C(=O)N1c1ccccc1 (stereo unspecified)
  15.6 | 14.6 | 2.6 | -12.1 | 7.1 | 5.2 | -9.3 | 11.4 | 10.2 | 7.4 | 30.0
38. CC(Oc1ccccc1)C(=O)NNS(=O)(=O)c1ccc([N+](=O)[O-])cc1 (stereo unspecified)
  0.5 | 24.2 | 5.2 | -13.5 | 4.7 | -1.0 | 5.4 | -6.2 | -5.5 | -16.3 | -0.2
39. CC(C)(C)NC(=O)C1Cc2ccccc2CN1C(=O)Nc1ccccc1Cl (stereo unspecified)
  -3.3 | 17.0 | 30.9 | -1.4 | -4.0 | -9.9 | 3.1 | -7.5 | -6.0 | -35.0 | 2.4
40. C#CCOCCOCCOCCNc1nc(N2CCOCC2)nc(N2CCN(C(=O)[C@H](Cc3cc4ccccc4[nH]3)n3cc([C@@H](N)C(C)CC)nn3)CC2)n1 (stereo partly specified)
  11.8 | 7.3 | 4.2 | -12.7 | -0.8 | 7.0 | -2.4 | 2.1 | -2.1 | -29.4 | 3.4

More compounds follow.
Results follow in this order: ABHD5-PLIN5 inh | NCOA3 inh | TROY NFkB inh | SRC1 inh | TWEAK Fn14 block | LRH-1 inv ag | TLR9-MyD88 inh | NR2F2 inh | NOD2 RIPK2 PPI | NCOA2 inhibitor | Granule exo inh
41. O=C(Nc1nnc([C@@H]2C[C@H](O)[C@@H](CO)O2)s1)c1c(F)cccc1F
  10.4 | -8.7 | 6.8 | -4.2 | 8.4 | 3.0 | / | 9.3 | -8.4 | -8.6 | -3.3
42. O=C(NCCc1c[nH]c2ccccc12)c1c(Cl)nc2sccn12
  -1.3 | -11.4 | -12.7 | -38.0 | -36.5 | 2.1 | -5.6 | -11.7 | -15.1 | -33.1 | 2.1
43. CC1=C(C(=O)N(C(C)C)C(C)C)CC(CC(=O)NCCCN(C)C)C(=O)N1Cc1ccc(F)cc1 (stereo unspecified)
  4.3 | -29.8 | -2.3 | -3.5 | -0.6 | -33.1 | / | -4.6 | 2.6 | 11.3 | 1.8
44. O=C(NN1CCN(Cc2ccccc2Cl)CC1)c1ccc(Cl)cc1
  3.5 | -8.0 | 17.1 | 4.1 | -2.3 | -4.8 | -2.6 | 3.4 | -5.3 | -17.9 | -3.2
45. COCCCNC(=O)Nc1ccc2c(c1)N(C)C(=O)CS2
  -0.5 | -8.5 | 2.5 | -3.5 | -0.5 | 9.7 | -17.2 | -18.0 | -0.5 | -19.4 | -0.7
46. CC(=O)Nc1ccc(S(=O)(=O)NC2CC(=O)N(c3ccc(C)cc3)C2)cc1 (stereo unspecified)
  -4.4 | 3.0 | -13.6 | -10.9 | 1.7 | -9.7 | 3.5 | -0.4 | 8.1 | 22.5 | -2.7

Compound activity deposited in PubChem by several laboratories.
